# Nrf2 block = inhibitors of Nrf2 signaling. A549 ARE-Fluc reporter, luciferase luminescence, 18-24 h. Potency, µM (series often up to 46 µM), for inactives: top-dose activity change, negative = inhibition, actives largely listed as inhibitors. 360,000 tested, 2.1% active. AID 504444; also: % is scaled to controls: 0 for no effect and ±100 for the full control effect; nearly all actives have a fitted effect of over 60% in size
#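 Concentration-response testing used A549 ARE_Fluc cells at 5000 cells/well. Following an 18-24 h compound incubation, viability was read by fluorescence (Ex 405/Em 525) and luciferase output by luminescence.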
# ATXN viability = viability counter-screen for ATXN expression inhibitors; S2 cells (HEK-293 line with an ATXN2-luciferase reporter) viability, CellTiter-Fluor protease fluorescence, 24 h; Potency, µM (doses to about 56.7 µM), usual class: cytotoxic; 400,000 tested, 0.49% active; AID 651635; also: nearly all actives have a fitted effect of over 40% in size
# TGFb SMAD3 inh = inhibitors of TGF-b signaling; Potency, µM (titrated, usually from 46.1 µM), for the others: at the top dose activity, negative = inhibition, hits mostly inhibitors; AID 588855; HepG2 CAGA-GFP TGF-b/SMAD3 reporter, GFP fluorescence, 18 h; TGF-beta stimulated, 500 pg/mL final; 410,000 tested, 1.2% active; also: % is scaled to controls: 0 for no effect and ±100 for the full control effect; nearly all actives have a fitted effect of over 65% in size
#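 Read-out: total well GFP (ex488/em500-530) summed from mean per-cell fluorescence. Cells: HEPG2 CAGA-GFP, 1% FBS DMEM, 18 h at 37 degrees C with 500 pg/mL final TGF-beta. Unstimulated wells served as the full-inhibition control; stimulated DMSO wells = 0%.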
# MCF10A rerep = induces DNA re-replication in MCF 10a normal breast cells | AID 624296 | 350,000 tested, 2.9% active | Potency, µM (top dose mostly 46.1 µM), without a hit: top-dose activity, positive = re-replication, usual class: activators | MCF 10A DNA re-replication, Hoechst nuclear intensity, 48 h; also: % of control where 0% means no effect; nearly all actives have a fitted effect of over 50% in size
# ATXN2 expr inh = reduces ATXN2 reporter expression in HEK-293 cells; HEK-293 ATXN2-luciferase reporter, luminescence, 24 h; 360,000 tested, 0.72% active; Potency, µM (doses to about 57 µM), for the others: top-dose activity change, negative = inhibition, usual class: inhibitors; also: % is scaled to controls: 0 for no effect and ±100 for the full control effect; nearly all actives have a fitted effect of over 55% in size
#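 ATXN2-luciferase reporter cells (luciferase flanked by upstream and downstream ATXN2 gene portions) were treated 24 h at 37 °C with compounds at up to 57 uM. SteadyGlo luminescence gave expression; GF-AFC fluorescence gave viability.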
# Nrf2 activator = activators of Nrf2 (ARE) signaling; AREc32 ARE-luciferase reporter (MCF7-derived line), luminescence, 24 h; Potency, µM (top dose mostly 46.1 µM), for the others: at the highest dose activation, usual class: activators; 410,000 tested, 0.31% active; also: % of control where 0% means no effect; nearly all actives have a fitted effect of over 65% in size
#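 Nrf2 activation is followed as ARE-luciferase induction in the AREc32 line after one day of compound treatment; luminescence is read with Steady-Glo.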
# A549 tox = counter-screen for Nrf2 inhibitors: cytotoxicity in A549 cells | A549 ARE-Fluc cells, CellTiter-Fluor viability, 18-24 h | Potency, µM (series often up to 46 µM), inactives show top-dose activity change, negative = cytotoxicity, actives largely listed as inhibitors | 390,000 tested, 0.16% active | AID 504648; also: % is scaled to controls: 0 for no effect and ±100 for the full control effect
#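 A549 ARE_Fluc cells in 5% FBS OPTI-MEM were exposed to compounds in concentration-response for 18-24 h at 37 deg C. Viability was read by CellTiter-Fluor fluorescence (Ex 405/Em 525) after 30 min, before the luciferase read.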
# HepG2 viability = kills HepG2 cells in TGF-b inhibitor counter-screen. HepG2 CAGA-GFP viability, ATP luminescence, 18 h. Potency, µM (doses to about 46.1 µM), without a hit: at the top dose activity change, negative = cytotoxicity, hits mostly cytotoxic. 410,000 tested, 0.76% active. AID 588856; also: some results filed as inactive show a strong effect at the top dose
#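 HepG2 CAGA-GFP cells (1000/well, DMEM with 1% FBS) received compound, then TGF-beta at 500 pg/mL final, and were incubated 18 hours at 37 degrees C. Viability was read by CellTiter-Glo luminescence. Media-only wells were set as complete cell-killing and DMSO as no toxicity.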
# EPAC2 antagonist = antagonists of human EPAC2 | Q8WZA2 | EPAC2 GEF exchange of Rap1B-BODIPY-GDP, fluorescence | Potency, µM (titrated, usually from 114 µM), inactives show top-dose activity, negative = inhibition, hits mostly inhibitors | AID 720708 | 360,000 tested, 0.18% active; also: % is scaled to controls: 0 for no effect and ±100 for the full control effect; nearly all actives have a fitted effect of over 45% in size; many of its hits are not listed in these tables
# Target sequence (Q8WZA2 whole entry, looked up): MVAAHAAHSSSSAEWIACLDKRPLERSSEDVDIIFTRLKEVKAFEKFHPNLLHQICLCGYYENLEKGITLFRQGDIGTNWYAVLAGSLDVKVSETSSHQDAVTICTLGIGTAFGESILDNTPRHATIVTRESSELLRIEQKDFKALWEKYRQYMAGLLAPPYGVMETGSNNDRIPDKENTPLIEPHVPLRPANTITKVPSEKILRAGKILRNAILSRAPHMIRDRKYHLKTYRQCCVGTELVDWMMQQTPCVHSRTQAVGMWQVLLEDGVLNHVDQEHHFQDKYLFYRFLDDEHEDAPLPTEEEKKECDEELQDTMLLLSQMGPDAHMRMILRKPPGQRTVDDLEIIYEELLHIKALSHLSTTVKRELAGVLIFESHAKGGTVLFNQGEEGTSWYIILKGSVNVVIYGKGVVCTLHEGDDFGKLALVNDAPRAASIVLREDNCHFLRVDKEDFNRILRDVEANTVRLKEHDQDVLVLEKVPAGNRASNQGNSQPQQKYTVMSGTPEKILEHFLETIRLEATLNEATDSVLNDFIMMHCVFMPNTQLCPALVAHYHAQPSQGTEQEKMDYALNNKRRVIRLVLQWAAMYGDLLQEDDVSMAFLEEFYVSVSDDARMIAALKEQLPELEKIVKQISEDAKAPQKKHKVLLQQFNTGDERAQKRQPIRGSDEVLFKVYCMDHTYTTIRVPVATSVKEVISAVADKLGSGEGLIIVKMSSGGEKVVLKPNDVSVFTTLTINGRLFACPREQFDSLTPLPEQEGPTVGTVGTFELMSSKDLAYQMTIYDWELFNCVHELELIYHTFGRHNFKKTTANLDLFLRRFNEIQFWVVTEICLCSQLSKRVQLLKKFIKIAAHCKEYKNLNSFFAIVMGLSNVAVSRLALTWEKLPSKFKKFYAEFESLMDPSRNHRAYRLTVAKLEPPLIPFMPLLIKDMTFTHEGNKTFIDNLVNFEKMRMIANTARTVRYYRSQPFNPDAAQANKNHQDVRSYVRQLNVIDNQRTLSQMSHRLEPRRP
# * marks the source's active call; other numbers are inactive results; i = inactive; ? = inconclusive; · = no result given; [ ] = another dose, or the depositor's remark. Calls follow the shape of the dose curve; as a rule, active = well fitted curve in the direction sought with a large enough effect; inconclusive = small, poorly fitted or top-dose-only effect, or another doubt; inactive = no such curve, though single readings can be large; an effect the other way counts as inactive or inconclusive. Potency is read from the fitted curve at half-maximal effect. Only part of the results is shown; rates above refer to the full screens.
SMILES,Nrf2 block,ATXN viability,TGFb SMAD3 inh,MCF10A rerep,ATXN2 expr inh,Nrf2 activator,A549 tox,HepG2 viability,EPAC2 antagonist
CN=C1S/C(=C\c2ccc(N3CCCC3)c(F)c2)C(=O)N1C,?,i,-2%,23µM*,45%[activator],0.4%,-15%,-13%,-8%
CC(=O)Cc1nsc(NC(=O)c2ccc(COc3cccc(C)c3)o2)n1,-24%,i,14%,?,3%,-0.5%,1%,-37%,-18%
CCC(C)Nc1nc2c(c(=O)[nH]c(=O)n2C)n1Cc1ccc(F)cc1 (configuration not stated),8%,i,-27%,·,8%,0.8%,-7%,-22%,·
Cc1ccc(-c2nc(CS(=O)CC(=O)NCCN3CCCC3)c(C)o2)cc1 (configuration not stated),?,i,11%,20%,3%,6.4%,14%,-4%,-1%
Cc1ccc(NC(=O)CSc2nccn2C2CCCC2)cc1,·,·,1%,·,·,1.1%,-2%,-4%,·
NS(=O)(=O)c1ccc(NC(=O)CN2CCCc3ccccc32)cc1,5%,i,-2%,4%,12%,0.6%,-6%,8%,-3%
O=c1c(F)cn(C2CCCO2)c(=O)n1Cc1ccccc1Cl (configuration not stated),11%,i,-7%,?,-4%,-0.3%,1%,-1%,0%
CCOC(=O)C1CCCN(Cc2cn[nH]c2-c2ccc(F)cc2F)C1 (configuration not stated),-1%,i,-3%,-1%,11%,0.0%,3%,4%,5%
c1ccc(-c2nn3c(C4CCCCC4)nnc3s2)cc1,-1%,i,4%,0%,-4%,1.5%,-1%,-35%,-1%
Cc1ccc(-n2nc3c(=O)n(CC(=O)NCCc4ccc(Cl)cc4)nc(C)c3c2C)cc1,-6%,i,-11%,2%,·,0.6%,1%,1%,5%
CC(C)(C)Cc1c(-c2ccc(C#N)cc2)nc2ccc(Cl)cn12,·,i,-3%,·,-5%,4.1%,·,-29%,2%
O=C(NCc1ccccc1)c1ccc(CS(=O)(=O)c2ccccc2)o1,-33%,i,12%,16%,-10%,-0.5%,1%,-5%,-6%
COc1cccc2sc(=NC(=O)CS(=O)(=O)c3ccccc3)n(C)c12,·,i,0%,·,·,0.4%,·,-9%,3%
O=C(Nc1ccccc1N1CCCC1)C1CCN(S(=O)(=O)c2cccc(C(F)(F)F)c2)CC1,-20%,i,-13%,15%,-5%,2.8%,2%,-12%,3%
CCOC(=O)c1ccc(N2CCN(c3ccccc3F)CC2)c(NC(=O)Nc2ccccc2)c1,?,i,0%,8%,17%,-0.1%,-11%,-2%,-15%

# A run of entries taken from the entries so far, for reference:
SMILES,Nrf2 block,ATXN viability,TGFb SMAD3 inh,MCF10A rerep,ATXN2 expr inh,Nrf2 activator,A549 tox,HepG2 viability,EPAC2 antagonist
COc1cccc2sc(=NC(=O)CS(=O)(=O)c3ccccc3)n(C)c12,·,i,0%,·,·,0.4%,·,-9%,3%
O=C(Nc1ccccc1N1CCCC1)C1CCN(S(=O)(=O)c2cccc(C(F)(F)F)c2)CC1,-20%,i,-13%,15%,-5%,2.8%,2%,-12%,3%
CCOC(=O)c1ccc(N2CCN(c3ccccc3F)CC2)c(NC(=O)Nc2ccccc2)c1,?,i,0%,8%,17%,-0.1%,-11%,-2%,-15%

# (next part)
SMILES,Nrf2 block,ATXN viability,TGFb SMAD3 inh,MCF10A rerep,ATXN2 expr inh,Nrf2 activator,A549 tox,HepG2 viability,EPAC2 antagonist
COc1ccc(NC(=O)c2c(NC(=O)CNCC(C)C)sc3c2CCC3)c(OC)c1,-18%,i,?,?,-21%,3.6%,-1%,-34%,-13%
COc1ccc(CCNc2ncnc3c2c(C)c(C)n3CCCN(C)C)cc1OC,6%,i,1%,2%,-5%,-0.5%,-8%,-17%,6%
COc1ccc(CCNc2oc(COc3cccc(C)c3)nc2C#N)cc1OC,?,?,?,·,?,-1.9%,18%,-35%,·
Cc1cc(NC(=O)CC2CCCC2)n(-c2nc3ccccc3[nH]2)n1,26µM*,?,-15%,?,-30%,0.0%,?,-36%,-9%
Cc1ccc(NC(=O)c2noc3c2CC(C(C)(C)C)CC3)cc1 (configuration not stated),-20%,i,13%,-5%,-3%,-0.4%,-1%,-40%,-1%
O=C(N/N=C/c1ccncc1)c1nc2ccccc2c(=O)[nH]1,-12%,i,7%,-3%,·,7.5%,-3%,16%,-8%
O=C1C=C(Nc2ccc(F)cc2)c2ccccc2C1=O,?,i,4µM*,?,?,-2.4%,?,4.5µM*,-6%
CCN(CC)C(=O)Cn1cc(C(=O)C(=O)N2CCc3ccccc32)c2ccccc21,-14%,i,18%,-8%,·,0.6%,1%,1%,-13%
COc1ccc(OCC(O)CNCCNc2nccc(C(F)(F)F)n2)cc1 (configuration not stated),3%,i,-7%,2%,-14%,0.5%,-1%,0%,-2%
O=C(CC1SCCNC1=O)NCc1ccccc1 (configuration not stated),·,i,3%,·,·,-1.5%,·,-55%,7%
CC(C)Cc1nnc(NC(=O)c2ccc3c(c2)NC(=O)C(C)S3)s1 (configuration not stated),4%,i,1%,-12%,13%,-0.8%,-10%,5%,-29%
N#Cc1c(C(F)(F)F)cc(-c2cccs2)nc1SCc1cccnc1,13µM*,?,-12%,22%,?,7.9%,?,-1%,-7%
Cc1ccc(CNC(=O)Cc2coc3cc(C)cc(C)c23)cc1,2%,i,-11%,·,-1%,0.3%,22%,-12%,·
O=C(c1ccco1)N1CCN(C2CN(Cc3ccc(F)cc3)S(=O)(=O)C2)CC1 (configuration not stated),·,i,0%,·,10%,-0.3%,·,-7%,?
Cc1cccc(C)c1NC(=O)CCS(=O)(=O)c1ccc(Br)cc1,-2%,i,0%,0%,-2%,0.3%,-15%,1%,-10%
Cc1ccc2nc(-c3cccc(Br)c3)c(Cc3ccccn3)n2c1,·,?,-7%,·,6%,8.3%,·,-7%,?
CC(C)CC(NS(=O)(=O)c1ccc2c(c1)oc(=O)n2C)C(=O)NC1CCCc2ccccc21 (configuration not stated),19%,i,?,1%,?,-0.1%,-11%,-26%,4%
COc1ccc2[nH]c(=O)c(CN(Cc3cccs3)Cc3nnnn3C(C)(C)C)cc2c1,-6%,i,7%,11%,3%,3.5%,-11%,-16%,-17%
O=C(COc1ccc([N+](=O)[O-])cc1)Nc1cccnc1,?,i,3%,0%,·,-0.8%,0%,4%,1%
O=c1c2ccccc2nnn1Cc1ccc(F)cc1,0%,i,-12%,-1%,4%,0.1%,11%,54%,5%
CCOC(=O)c1cnc2ccc(OC)cc2c1NCCc1ccccc1,23µM*,·,·,·,·,-1.0%,?,-73%,·
COC(=O)c1cc(COc2ccc3oc(C)c(C(=O)OC)c3c2)c(C)o1,?,i,-1%,15µM*,36%,4.0%,-16%,-2%,-9%
CCc1ccc(-c2nnn(CCC(=O)OC)n2)cc1,3.3µM*,i,12%,?,?,-2.2%,1%,2%,-2%
CS(=O)(=O)N1CCN(C(=O)Cc2cccs2)CC1,?,i,-28%,1%,8%,-0.2%,-6%,3%,8%
NS(=O)(=O)c1ccc(N/N=C/c2ccc(O)cc2O)c([N+](=O)[O-])c1,?,i,-1%,-3%,-13%,2.8%,?,-25%,7%
COCCNC(=O)/C(C#N)=C/c1cccs1,9%,i,-4%,-11%,16%,2.1%,2%,-35%,13%
CCN(CC(=O)N1CCC(C)CC1)S(=O)(=O)c1ccc(C)cc1,13%,i,4%,-1%,-1%,2.8%,-5%,1%,6%
Cc1cccc(C)c1NC(=O)C(NC=O)c1ccccc1Cl (configuration not stated),-21%,i,0%,0%,4%,0.4%,-6%,-28%,2%
CSc1ncccc1C(=O)NCC(c1cccs1)N1CCOCC1 (configuration not stated),4%,i,?,3%,3%,-0.1%,2%,0%,11%
N#Cc1nnn(-c2cc(Cl)cc(Cl)c2)c1N,-16%,?,15%,1%,10%,?,-12%,-26%,8%
O=C(N1CCCC1)n1c(Cc2ccccc2)nc2ccccc21,-1%,i,-1%,13%,6%,0.0%,-1%,-2%,-2%
Cc1[nH]n(-c2ccc(Cl)cc2)c(=O)c1/C=N/n1c(C)nc2ccccc2c1=O,?,i,-8%,25%,-27%,2.6%,-7%,-64%,-3%
Cc1cccc(C)c1NC(=O)c1c(O)c2ccccc2[nH]c1=O,?,i,-15%,4%,-2%,-0.1%,-13%,-33%,15%
COc1ccc(NC(=O)c2sc3nc[nH]c(=O)c3c2C)cc1OC,·,i,-2%,·,5%,-0.6%,6%,-43%,·
CCOc1cc(C(=S)N2CCOCC2)ccc1OC,6%,i,23%,13µM*,-9%,0.3%,-4%,-23%,5%
CC(=O)c1c(C)[nH]c(C(=O)COC(=O)c2c(C)noc2C)c1C,-16%,i,24%,-1%,·,0.8%,7%,-2%,3%
COc1cccc(Oc2nc3ncn(Cc4ccccc4)c3c(=O)n2C)c1,·,i,1%,-8%,-1%,-0.4%,-3%,-3%,5%
CCc1ccc(NC(=O)CSc2ccc3nnc(CCNS(=O)(=O)c4ccc(OC)cc4)n3n2)cc1,-24%,·,25%,·,·,0.7%,-2%,-12%,·
O=C(Nc1n[nH]c(=S)s1)c1ccco1,9%,i,7%,-2%,5%,-1.3%,1%,-2%,22%
CCc1nc(N2CCCC(C)C2)c2oc3ccccc3c2n1 (configuration not stated),·,?,-12%,?,-23%,0.9%,-6%,-36%,-8%
CC(C)C(=O)NC(=S)Nc1ccc(S(=O)(=O)N(C)Cc2ccccc2)cc1,·,i,?,?,-21%,-0.1%,-18%,1%,0%
CCN1CCN(S(=O)(=O)c2ccc(Cl)c(C(=O)N(C)Cc3cccs3)c2)CC1,-5%,i,-25%,16%,-5%,1.6%,-10%,-22%,-10%
Cc1ccc(OCC(=O)N(Cc2ccccc2)c2c(N)n(Cc3ccccc3)c(=O)[nH]c2=O)c(C)c1,?,i,-26%,?,-2%,-0.2%,-13%,-13%,-7%
COc1ccc(NC(=S)NNC(=O)c2ccco2)c(OC)c1,3%,i,-21%,-4%,4%,26%,6%,-22%,-9%
COC(=O)c1c(C)cc(OC(C)=O)c(C)c1OC(C)=O,-6%,i,21%,4%,-8%,0.6%,-9%,11%,7%
CCc1cccc(C)c1Nc1c(-c2ccc(SC)cc2)nc2sccn12,-9%,·,20µM*,·,·,10%,1%,-39%,·

# Screening data as filed in PubChem BioAssay.
